# Screening data as filed in PubChem.
# SIAH1 antagonists – Siah-1 peptide-binding antagonists, primary screen, biochemical, fluorescence polarization, rhodamine-plectin, uHTS (AID 1817); Siah-1 / rhodamine-plectin peptide fluorescence polarization; higher % means a stronger effect; displacement, % at 20 µM; hits with a dose series show IC50 in µM; hit rate 0.02% among 290,000;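 active means displacement of at least 50% at 20 µM, with a fluorescence ratio check between 0.3 and a set limit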;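 further: plate controls were Siah plus tracer with DMSO for no effect and tracer alone without Siah for full effect; strong numbers were not always called active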
# GPR35 antagonists – GPR35 antagonists blocking zaprinast-driven arrestin recruitment, primary screen, imaging, U2OS, beta-arrestin-GFP, zaprinast agonist (AID 2058). G-protein coupled receptor 35 (Homo sapiens). U2OS GPR35 beta-arrestin-GFP translocation imaging, zaprinast antagonism; higher % means a stronger effect. inhibition, % at 10 µM, or IC50 in µM where a hit was titrated. hit rate 0.052% among 290,000;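 active means inhibition of at least 50% with at least 30 cells and total cytoplasm GFP at most 10,000,000; inconclusive means under 30 cells or total GFP of 10,000,000 plus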
# GPR55 beta-arrestin – GPR55 agonists via beta-arrestin recruitment, primary screen, imaging, U2OS cells, beta-arrestin-GFP redistribution (AID 1961). G-protein coupled receptor 55 (Homo sapiens). U2OS GPR55 beta-arrestin-GFP redistribution imaging; higher % means a stronger effect. one-dose activation, % at 10 µM; EC50 in µM for titrated hits. hit rate 0.048% among 290,000;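 active means activation above 40% with more than 50 cells counted in the well; inconclusive means wells holding fewer than 50 cells, flagged as toxic or sparse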;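 further: U2OS osteosarcoma cells stably expressing GPR55 and beta-arrestin-GFP; plate controls were DMSO negative control for no effect and LPI positive control for full effect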
# AID2073 – inhibitors of Mint1-CaV2.2 protein interaction, biochemical, HTRF (AID 2073); inhibition, % at 20 µM, or IC50 in µM where a hit was titrated; HTRF protein-protein interaction, Mint1-CaV2.2; higher % means a stronger effect; hit rate 0.19% among 290,000; Voltage-dependent N-type calcium channel subunit alpha-1B (Homo sapiens); in the data active means inhibition mostly above about 51%, no sharp cut-off; inconclusive means no clear call, values can overlap the other calls; inactive means mostly below about 53%; further: some results filed as inactive read as strong as hits
# HIV peptide binding – inhibitors of HIV fusion peptide binding, primary screen, biochemical, uHTS, fluorescence dequenching (AID 1986); cell-free peptide binding, fluorescence dequenching, 30 min; higher % means a stronger effect; inhibition, % at 20 µM; hits with a dose series show IC50 in µM; hit rate 0.3% among 290,000; in the data active means inhibition mostly above about 52%, no sharp cut-off; inactive means mostly below about 76%; further: some results filed as inactive read as strong as hits
# NS5 inhibitors – Dengue-2 NS5 methyltransferase inhibitors, primary screen, biochemical, confirmation dose response (AID 588689); Genome polyprotein (Dengue virus type 2 (strain 16681-PDK53)); Dengue-2 NS5 methyltransferase capping enzyme assay, biochemical; higher % means a stronger effect; inhibition, % at 25 µM; hits with a dose series show IC50 in µM; hit rate 0.3% among 340,000; in the data active means a potency from the dose series; inconclusive means inhibition above about 29% without an active follow-up result
# GPR55 LPI antagonism – GPR55 antagonists blocking LPI-driven arrestin recruitment, primary screen, imaging, U2OS, beta-arrestin-GFP, LPI agonist (AID 2013); G-protein coupled receptor 55 (Homo sapiens); U2OS GPR55 beta-arrestin-GFP translocation imaging, LPI antagonism; higher % means a stronger effect; inhibition, % at 10 µM; hits with a dose series show IC50 in µM; hit rate 0.13% among 290,000;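 active means spots per cell inhibited over 60%, with over 100 cells counted and total cytoplasm intensity under 500,000; inconclusive means wells with under 100 cells, flagged as likely toxic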;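 further: U2OS cells stably carrying GPR55 and arrestin-GFP stimulated by 5 µM LPI near EC80; imaged beta-arrestin-GFP aggregate spots per cell after agonist stimulation; plate controls were LPI-stimulated DMSO wells for no effect and DMSO wells without LPI for full effect; some results filed as inactive read as strong as hits; confirmed hits need IC50 under 10 µM and bright autofluorescent wells are also inconclusive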
# NTR1 agonist – agonists of NTR1, primary screen, imaging, U2OS cells, beta-arrestin-GFP, high content (AID 493036); Neurotensin receptor type 1 (Homo sapiens), P30989; NTR1-U2OS beta-arrestin-GFP spot imaging, agonist mode; activation, % at 20 µM; hit rate 0.17% among 330,000;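 active means activation at or above 40% of the spot to cytoplasm intensity ratio, with at least 20 cells analyzed; inconclusive means wells under 20 cells, flagged as cytotoxic or low count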;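 further: 0% = DMSO without peptide and 100% = 100 nM NTR1 peptide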
# Target sequence (P30989 whole entry, looked up): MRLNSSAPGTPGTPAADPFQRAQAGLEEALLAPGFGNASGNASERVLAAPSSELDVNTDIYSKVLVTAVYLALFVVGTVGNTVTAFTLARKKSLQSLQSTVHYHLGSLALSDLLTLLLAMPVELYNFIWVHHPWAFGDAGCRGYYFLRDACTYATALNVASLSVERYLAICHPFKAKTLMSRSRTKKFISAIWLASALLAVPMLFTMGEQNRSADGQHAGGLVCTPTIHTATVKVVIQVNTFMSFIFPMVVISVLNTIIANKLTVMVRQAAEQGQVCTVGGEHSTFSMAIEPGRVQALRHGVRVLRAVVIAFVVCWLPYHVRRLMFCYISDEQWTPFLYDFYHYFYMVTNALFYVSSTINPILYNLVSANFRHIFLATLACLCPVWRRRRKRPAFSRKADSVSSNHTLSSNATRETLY
# UTI89 phage lysis – inhibition of K1F phage lysis, E. coli UTI89, bacterial capsule biogenesis inhibitors, alamar blue (AID 488966); hit rate 0.02% among 340,000; E. coli UTI89 K1F phage lysis, alamar blue, 2 h; higher % means a stronger effect; inhibition, % at 100 µM; hits with a dose series show IC50 in µM;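 active means phage lysis inhibition, versus mean bacterial control, above a set limit; inconclusive means no clear call, values can overlap the other calls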;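 further: capsule biogenesis inhibitors block K1F phage lysis so surviving cells raise fluorescence; higher fluorescence means more inhibition of phage lysis; actives were called in the ten point dose series up to 300 µM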
# NTR1 agonist cell count 20 µM – second read-out of NTR1 agonist, no call of its own (marks repeat the call); cell count; measured here: cell count, cytotoxicity flag
# Starred values were filed as active, the others as inactive; ? = inconclusive; nt = not tested or not shown; [ ] = dose if it differs, or a comment.
SMILES,SIAH1 antagonists,GPR35 antagonists,GPR55 beta-arrestin,AID2073,HIV peptide binding,NS5 inhibitors,GPR55 LPI antagonism,NTR1 agonist,NTR1 agonist cell count 20 µM,UTI89 phage lysis
CCC(=O)Nc1ccc(S(=O)(=O)N2CCOCC2)cc1,3%,-6%,0.3%,-7%,6.2%,-2%,-1%,0.8,47,-0.5%
CC(=O)Nc1ccc(SCC(=O)c2cc(C)n(Cc3cccs3)c2C)cc1,-3%,10%,0.0%,-13%,4.0%,-2%,-14%,-0.6,67,2.6%
O=C(NC(NC(=S)N1CCOCC1)C(Cl)(Cl)Cl)c1cccc2ccccc12 (configuration not stated),6%,-2%,0.3%,-22%,-2.4%,-3%,18%,2.8,68,0.4%[50 µM]
CC(C)OCCCNc1nc2c(-c3ccccc3)nnn2c2ccccc12,-8%,-2%,-0.2%,4%,0.2%,nt,2%,3.4,61,nt
CC(C)S(=O)(=O)c1csc(NC(=O)Nc2ccc(Cl)cc2)c1,2%,4%,0.2%,-1%,1.3%,-12%,-2%,3.1,49,1.1%
CCCCC(=O)OCC(=O)Nc1ccc(OC(F)F)cc1,1%,-9%,0.3%,-4%,-0.8%,-16%,11%,0.4,66,2.0%
O=C(/C=C/c1ccccc1)NCCC1=CCCCC1,-2%,-3%,-0.3%,3%,0.1%,2%,8%,16,55,7.5%
CCOC(=O)CNC(=O)N1CCc2ccc(NC(=O)c3ccccc3OC)cc2C1,-2%,-2%,-0.1%,10%,1.1%,4%,-13%,0.3,67,0.1%
CCn1c(C)nc2cc(C(N)=O)ccc21,49%,5%,0.2%,-1%,-0.1%,1%,14%,-2.4,80,-0.1%
O=C(Nc1nc2ccccc2n1Cc1ccc(Cl)cc1)c1ccco1,0%,13%,-0.1%,6%,-3.7%,-3%,1%,12,53,0.1%
CC(NC(=O)c1ccc(CS(C)(=O)=O)cc1)c1ccc(-n2ccnc2)cc1 (configuration not stated),3%,-9%,-0.1%,-3%,-1.0%,-4%,27%,-0.7,50,1.2%[50 µM]
COc1cccc(N2C(=O)c3cccnc3C2O)c1 (configuration not stated),12%,-3%,-0.2%,17%,0.2%,-1%,6%,1.3,45,1.1%[50 µM]

# Grouped by structure: the entries above containing nitrogen in an aromatic ring
SMILES,SIAH1 antagonists,GPR35 antagonists,GPR55 beta-arrestin,AID2073,HIV peptide binding,NS5 inhibitors,GPR55 LPI antagonism,NTR1 agonist,NTR1 agonist cell count 20 µM,UTI89 phage lysis
CC(=O)Nc1ccc(SCC(=O)c2cc(C)n(Cc3cccs3)c2C)cc1,-3%,10%,0.0%,-13%,4.0%,-2%,-14%,-0.6,67,2.6%
CC(C)OCCCNc1nc2c(-c3ccccc3)nnn2c2ccccc12,-8%,-2%,-0.2%,4%,0.2%,nt,2%,3.4,61,nt
CCn1c(C)nc2cc(C(N)=O)ccc21,49%,5%,0.2%,-1%,-0.1%,1%,14%,-2.4,80,-0.1%
O=C(Nc1nc2ccccc2n1Cc1ccc(Cl)cc1)c1ccco1,0%,13%,-0.1%,6%,-3.7%,-3%,1%,12,53,0.1%
CC(NC(=O)c1ccc(CS(C)(=O)=O)cc1)c1ccc(-n2ccnc2)cc1 (configuration not stated),3%,-9%,-0.1%,-3%,-1.0%,-4%,27%,-0.7,50,1.2%[50 µM]
COc1cccc(N2C(=O)c3cccnc3C2O)c1 (configuration not stated),12%,-3%,-0.2%,17%,0.2%,-1%,6%,1.3,45,1.1%[50 µM]

# The results go on.
SMILES,SIAH1 antagonists,GPR35 antagonists,GPR55 beta-arrestin,AID2073,HIV peptide binding,NS5 inhibitors,GPR55 LPI antagonism,NTR1 agonist,NTR1 agonist cell count 20 µM,UTI89 phage lysis
CC1(c2nnc(-c3ccncc3)o2)CC(c2c(Cl)cccc2Cl)=NO1 (configuration not stated),-1%,-21%,0.4%,4%,-1.2%,-6%,-6%,-2.5,96,0.7%
COc1c(C)cccc1C(=O)Nc1ccc(N2CCN(S(C)(=O)=O)CC2)cc1,6%,-9%,-0.2%,-7%,-2.3%,6%,-1%,-2.6,76,3.4%
COc1cccc(C(=O)Nc2cccc(NC(=O)c3ccccc3Cl)c2)c1,0%,-4%,-0.1%,1%,0.5%,4%,-1%,2.7,63,1.2%
CCOC(=O)c1ccc(S(=O)(=O)N2CCN(CC(=O)NC(=O)NC3CCCCC3)CC2)cc1,-1%,-6%,-0.1%,7%,-0.6%,0%,0%,0.9,53,-1.0%
CCCCn1cnc2c1c(=O)n(CC(=O)c1cc(C)n(C)c1C)c(=O)n2CC(C)C,-2%,10%,0.2%,15%,-1.2%,-1%,16%,5.6,40,0.3%
COc1ccc(CNC(=O)CN(Cc2ccc(F)cc2)C(=O)CCC(=O)Nc2nccs2)cc1,3%,-7%,-0.2%,1%,-1.9%,-10%,9%,2.1,34,0.0%
O=C(O)C(NC(=O)C1CCCN1C(=O)OCc1ccccc1)c1ccccc1 (configuration not stated),1%,-15%,0.4%,12%,1.6%,-3%,3%,1.2,91,-0.6%[50 µM]
C/C(N)=C(/C#N)C(=O)CSc1nc2ccccc2c(=O)n1Cc1ccc(F)cc1,5%,-16%,-0.1%,18%,-2.2%,-1%,10%,3.1,50,0.3%
Cc1c(C(=O)N2CCCC2)sc(NC(=O)c2ccccc2)c1C#N,7%,1%,0.1%,?,8.5%,-3%,1%,-0.9,46,0.3%
N#C/C(=C\c1cc(Cl)c(OCc2ccc(Cl)cc2)c(Cl)c1)C(N)=O,1%,0%,0.0%,23%,1.4%,nt,11%,17,46,nt
CCOC(=O)c1[nH]c(C)c(/C(O)=C2\C(=O)C(=O)N(CCCN3CCOCC3)C2c2cccs2)c1C (configuration not stated),-9%,7%,-0.2%,6%,-1.2%,5%,-14%,-0.4,36,0.1%
C[N+](C)(C)CCN(Cc1ccc(Cl)cc1)c1ccccn1,6%,0%,-0.2%,-5%,-4.3%,-2%,15%,-2.0,74,0.3%
Cc1cc(C)n(-c2nc(NCCC(C)C)c3c4c(sc3n2)COC(C)(C)C4)n1,0%,30%,-0.1%,11%,1.9%,-2%,9%,nt,nt,-0.3%
CC1=NNC(=O)C1CCC(=O)N/N=C/C(Br)=C/c1ccccc1 (configuration not stated),-2%,10%,-0.3%,-18%,-1.8%,-1%,2%,1.2,39,-12%
C=CCNC(=O)Nc1ccc2nc(C)sc2c1,11%,13%,-0.2%,13%,0.4%,nt,8%,1.4,53,0.2%
Nc1[nH]n(-c2ccccc2)c(=O)c1N=Nc1ccc2ncsc2c1,-11%,-1%,0.9%,-18%,-4.9%,-1%,-18%,4.5,61,0.0%
Cn1c(=O)c2cc(S(=O)(=O)NC(C(=O)Nc3cccnc3)c3ccccc3)ccc2n(C)c1=O (configuration not stated),-2%,-2%,0.3%,-6%,-0.1%,-8%,7%,0.2,56,-0.7%
O=S(=O)(c1cc(Cl)c(Cl)cc1Cl)N1CCN2CCCC2C1 (configuration not stated),-1%,-1%,-0.1%,4%,0.4%,1%,-19%,1.0,54,0.0%
C/C(=N\NC(=O)c1nn(C)cc1Cl)c1ccncc1,10%,11%,0.0%,-8%,1.5%,-5%,7%,0.2,59,0.3%
Cc1cc(NC(=O)[C@H](C)NC(=O)c2ccco2)ccc1Br,0%,20%,-0.1%,-6%,-0.1%,-2%,9%,-0.3,77,0.1%
CCOC(=O)N1CCN(c2nc(-c3cccc(OC)c3)cc(C(F)(F)F)n2)CC1,0%,7%,-0.1%,-9%,-0.5%,-11%,9%,6.2,88,0.3%
COc1ccccc1S(=O)(=O)Cc1ccc(C(=O)NCc2ccc(C)cc2)o1,1%,-4%,-0.2%,18%,2.8%,-2%,-6%,0.0,56,0.9%
CC1(C)CC(=O)C2=C(C1)OC(N)=C(C#N)C2c1ccc2c(c1)OCO2 (configuration not stated),0%,9%,-0.3%,?,-1.8%,-9%,0%,1.0,50,0.5%
Cc1nn(Cc2ccccc2Cl)c2sc(C(=O)NC(C)(C)C)cc12,0%,-1%,-0.1%,-10%,-1.6%,3%,10%,1.0,50,0.3%
Cn1nnnc1Sc1ncnc2scc(-c3ccc(F)cc3)c12,-4%,-12%,-0.3%,24%,3.2%,-26%,-9%,-0.4,94,-0.5%
O=C(CN(C(=O)c1ccco1)c1cccc(F)c1)NCc1ccc(F)cc1,5%,-2%,-0.2%,?,-1.1%,2%,3%,-5.8,92,0.6%
O=C(CSc1nc2ccccc2[nH]1)c1ccco1,-5%,3%,0.3%,1%,-1.2%,12%,3%,-0.6,60,0.4%
N#Cc1ccccc1CN1C(=O)NC2(CCCCCC2)C1=O,0%,-6%,0.0%,9%,-0.3%,-4%,-4%,-0.7,81,0.1%
COC(=O)CNc1ccc2c(c1)OCO2,-2%,-1%,0.6%,-43%,12%,23%,9%,0.2,40,0.7%
O=C1C2CC=CCC2C(=O)N1CC1CCCO1 (configuration not stated),2%,-1%,0.9%,2%,-0.3%,3%,10%,-0.3,91,0.0%
CCOc1ccccc1Oc1cn[nH]c1-c1ccc(O)cc1O,2%,10%,-0.3%,10%,-0.5%,-5%,-16%,-0.5,94,0.2%[50 µM]
O=C(C1CCN(Cc2cc(Cl)ccc2O)CC1)N1CCN(Cc2ccccc2)CC1,13%,2%,-0.1%,-6%,-1.7%,-1%,11%,0.7,77,0.5%
Cc1cc(C)c2cc(C(O)c3nnnn3Cc3ccccc3)c(=O)[nH]c2c1 (configuration not stated),5%,15%,-0.1%,-4%,-0.6%,-1%,23%,0.5,43,6.1%
